NPYLR7 agonist – mosquito NPYLR7 agonism; HEK293T NPYLR7/Galpha15, GCaMP6s calcium fluorescence; 270,000 tested, 0.15% active; AID 1259423; activation, % at 10 µM; in the data active = activation above about 40%;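 also: 0% = vehicle and 100% = reference agonist at the receptor; some compounds past the cut are filed as inactive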
mcGAS lum – mouse cGAS inhibition by luminescence. 160,000 tested, 0.15% active. recombinant cGAS, Kinase-Glo ATP depletion luminescence. inhibition, % at 12.5 µM. AID 1259399. Q8C6L5;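 also: 0% = negative control wells and 100% = reference inhibitor with no enzyme activity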
hcGAS lum – inhibitors of human cGAS; recombinant h-cGAS, ATP depletion, Kinase-Glo luminescence; inhibition, % at 12.5 µM; 290,000 tested, 0.081% active;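 also: 0% = vehicle reaction and 100% = reaction without DNA for no activity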
Target sequence (Q8N884 whole entry, looked up): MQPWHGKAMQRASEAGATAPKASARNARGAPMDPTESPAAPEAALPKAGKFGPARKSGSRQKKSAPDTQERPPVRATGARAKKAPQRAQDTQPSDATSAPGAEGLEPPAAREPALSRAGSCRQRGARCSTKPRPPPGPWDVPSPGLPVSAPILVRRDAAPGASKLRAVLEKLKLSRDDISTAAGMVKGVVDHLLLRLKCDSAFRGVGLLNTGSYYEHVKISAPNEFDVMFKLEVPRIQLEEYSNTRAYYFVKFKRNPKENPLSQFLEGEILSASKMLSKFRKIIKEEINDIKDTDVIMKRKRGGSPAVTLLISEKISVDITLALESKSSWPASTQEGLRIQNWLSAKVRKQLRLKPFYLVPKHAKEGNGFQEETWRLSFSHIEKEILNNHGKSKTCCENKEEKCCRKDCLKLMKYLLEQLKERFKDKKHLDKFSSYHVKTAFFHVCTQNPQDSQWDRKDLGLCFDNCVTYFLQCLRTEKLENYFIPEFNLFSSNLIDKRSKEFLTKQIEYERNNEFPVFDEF
* marks the source's active call; other numbers are inactive results; / = not tested or not shown. Rule as the data show it, unless noted: active = inhibition above about 40%; inactive = the rest.

Every second line gives: mcGAS lum	NPYLR7 agonist	hcGAS lum
1) Cc1cc(C)n2c(Nc3c(C)cccc3C)c(-c3ccc(Cl)cc3)nc2n1
  -4.4	/	-4.8
2) COc1ccc(-c2nc(-c3ccccc3Cl)no2)cc1OC
  -2.1	-2.1	1.9
3) Cc1nc2ccc(C(=O)NC3CCN(C)CC3)cn2c1N(C)CC1CCCCC1
  -6.1	-4.0	-5.0
4) Cc1cc(C)n(-c2cc(NCCNS(=O)(=O)N(C)C)ncn2)n1
  -7.9	-4.7	-5.7
5) CCN(C(=O)c1cc2c(cc1OC)CCC2)C(C)CO (stereo unspecified)
  /	-1.1	-3.3
6) CCOC(=O)N(C)c1c(CC)nc2c(OCc3ccc(F)cc3)cccn12
  1.6	-13.2	2.3
7) O=C(COc1ccc(OCc2ccccc2)cc1)NCc1ccccc1S(=O)(=O)N1CCOCC1
  -2.8	11.6	-3.8
8) Cc1cc(C(=O)N2CCN(c3c4c(nc5ncnn35)CCCC4)CC2)c(C)o1
  -7.3	/	-1.4
9) O[C@H]1C[C@@H]2C[C@H](c3ccccn3)OC[C@]2(O)[C@@H]1NCc1ccc(F)cc1
  -6.5	2.3	-0.1
10) CC1CCc2c(C(=O)N3CCC(N(C)S(C)(=O)=O)CC3)csc2C1 (stereo unspecified)
  /	6.6	-6.5
11) CCNS(=O)(=O)c1cc(Br)ccc1OC
  /	0.1	-10.8
12) CC(=O)c1ccc(N=Nc2c(O)ccc3c(C)cc(=O)oc23)cc1
  -1.5	-1.1	1.1
13) CN(Cc1nc(-c2ccccc2)cs1)C1CCc2c(c(C(=O)N3CCSCC3)nn2C)C1 (stereo unspecified)
  -7.5	12.9	-12.5
14) Fc1ccc(NC(=S)NC2CCCC2)cc1Cl
  /	7.0	-10.6
15) Cc1cccc(N2C(=O)c3ccc(-c4nc5ccccc5c(=O)o4)cc3C2=O)c1C
  -8.3	0.6	-3.4
16) Cc1cccc(CSc2nnc(C(Cc3ccccc3)NC(=O)COCc3ccccc3)n2-c2ccc([N+](=O)[O-])cc2)c1 (stereo unspecified)
  -4.5	20.3	-4.4
17) CCSC1=C(C#N)C2(CCCCC2)C(C#N)C(N)=N1 (stereo unspecified)
  /	8.7	-6.3
18) CCCN(CC(=O)Nc1cc(C(C)(C)C)nn1-c1ccc(Cl)cc1)C(=O)Nc1c(C(C)C)cccc1C(C)C
  -5.3	20.5	-16.3
19) Cc1c(C#N)c(NC(=O)CNC(C)(C)C)n(-c2ccc(F)cc2)c1C
  /	-1.2	-7.5
20) Cc1onc(-c2ccccc2)c1CNC(=O)c1cncn1-c1cccc(-c2ccccc2C(F)(F)F)c1
  -5.4	8.4	-0.2

Structural class, the entries above with four or more nitrogen atoms.
Every second line gives: mcGAS lum	NPYLR7 agonist	hcGAS lum
1) Cc1cc(C)n2c(Nc3c(C)cccc3C)c(-c3ccc(Cl)cc3)nc2n1
  -4.4	/	-4.8
3) Cc1nc2ccc(C(=O)NC3CCN(C)CC3)cn2c1N(C)CC1CCCCC1
  -6.1	-4.0	-5.0
4) Cc1cc(C)n(-c2cc(NCCNS(=O)(=O)N(C)C)ncn2)n1
  -7.9	-4.7	-5.7
8) Cc1cc(C(=O)N2CCN(c3c4c(nc5ncnn35)CCCC4)CC2)c(C)o1
  -7.3	/	-1.4
13) CN(Cc1nc(-c2ccccc2)cs1)C1CCc2c(c(C(=O)N3CCSCC3)nn2C)C1 (stereo unspecified)
  -7.5	12.9	-12.5
16) Cc1cccc(CSc2nnc(C(Cc3ccccc3)NC(=O)COCc3ccccc3)n2-c2ccc([N+](=O)[O-])cc2)c1 (stereo unspecified)
  -4.5	20.3	-4.4
17) CCSC1=C(C#N)C2(CCCCC2)C(C#N)C(N)=N1 (stereo unspecified)
  /	8.7	-6.3
18) CCCN(CC(=O)Nc1cc(C(C)(C)C)nn1-c1ccc(Cl)cc1)C(=O)Nc1c(C(C)C)cccc1C(C)C
  -5.3	20.5	-16.3
19) Cc1c(C#N)c(NC(=O)CNC(C)(C)C)n(-c2ccc(F)cc2)c1C
  /	-1.2	-7.5
20) Cc1onc(-c2ccccc2)c1CNC(=O)c1cncn1-c1cccc(-c2ccccc2C(F)(F)F)c1
  -5.4	8.4	-0.2

Going on with the list:
Every second line gives: mcGAS lum	NPYLR7 agonist	hcGAS lum
21) N#CC1C(=N)SC(=N)C(C#N)C1c1ccc(Br)cc1 (stereo unspecified)
  /	-2.5	-1.0
22) CCOC(=O)C1=C(C)N(c2ccc(N(C)C)cc2)C(C)=C(C(=O)OCC)C1c1ccccc1
  -7.4	1.1	5.3
23) Cc1cc(C(=O)N[C@@H]2C[C@H]3C(=O)N(C)CC(=O)N3C2)n[nH]1
  /	8.4	-6.7
24) CNC(=O)c1ccc(CN(C)C(=O)Cc2ccc3c(c2)CCC3)cc1
  -1.4	-1.5	-1.0
25) Cc1cc(C)n(-c2ncnc3sc(C)c(C)c23)n1
  -3.8	1.3	-6.5
26) CCN1CCN(S(=O)(=O)c2cc(C(=O)OC)cs2)CC1
  /	8.3	-5.7
27) COc1ccc(NC(=O)Cn2nc(C)c([N+](=O)[O-])c2C)cn1
  -5.7	-3.5	-4.8
28) Oc1cc(-c2cccc(Cl)c2)cc2c1OCCN(Cc1cscn1)C2
  /	-0.4	-2.4
29) COc1ccc2ccccc2c1C1NC(=O)C2CCCCN21 (stereo unspecified)
  /	2.8	-4.6
30) CSc1nccc(N2CCCC(CCC(=O)NCc3ccc(C)o3)C2)n1 (stereo unspecified)
  -8.3	11.9	-6.5
31) C=CCNC(=O)C(C1CCCC1)N1CCN(C(=O)c2cccc(OC)c2)CC1 (stereo unspecified)
  -3.5	-5.8	0.4
32) CCCn1c(O)c(C=NNC(=O)C2CCCCC2)c(=O)[nH]c1=S
  /	0.1	-3.1
33) COc1ccc(Cl)c(C2=NOC(C(=O)NC(C)C(=O)NCc3ccco3)C2)c1 (stereo unspecified)
  -2.8	11.5	-2.1
34) Fc1ccccc1-n1cnnc1SCc1nc2ccccc2o1
  /	7.6	-5.4
35) COc1cc(OC)c(C(=O)Nc2ccc(N3CCOCC3)cc2)cc1OC
  /	26.7	-12.5
36) Cc1ccccc1-c1ncc(-c2c(-c3ccccc3)ncn2CCO)cn1
  /	-1.1	-6.4
37) CCc1cc(S(=O)(=O)N2CCCCC2)ccc1OC
  -5.1	-1.0	-2.6
38) CCc1nc2ccc(C(=O)N(C)Cc3ccco3)cn2c1N(C)Cc1ccc(N(C)C)cc1
  -3.0	4.8	-4.6
39) COc1cccc(CNCc2ccc3c(c2)OCCO3)c1
  /	14.5	-9.5
40) Cc1ccccc1C(=O)N[C@@H]1CCCCC1NC(=O)C1CCN(C(=O)C23CC4CC(CC(C4)C2)C3)CC1 (stereo partly specified)
  -4.3	22.0	-1.7
41) CCS(=O)(=O)Oc1ccc(Cl)cc1CN(Cc1ccco1)C(=O)NC(C)C
  -5.3	26.3	-6.0
42) Fc1ccc(NCc2cn3cccnc3n2)cc1
  /	3.3	-5.5
43) CCN(CC)C1=C(c2c(C)[nH]n(-c3ccc(F)cc3)c2=O)C(=O)N(c2ccc(C)cc2)C1=O
  -5.5	19.3	-3.2
44) c1coc(CN2CCC(NCC3CCN(C4CCCC4)CC3)CC2)c1
  -15.6	-4.2	-4.0
45) NC(=O)CC1CCN(Cc2ccc(F)c3cccnc23)CC1
  /	7.5	-6.3
46) O=C(NC1(c2ccccc2)CC1)c1cc(COc2ccc(-n3cncn3)cc2)on1
  /	-7.1	6.1
47) COC(=O)c1ccc(OCC(O)CN2CCN(S(=O)(=O)c3ccccc3Cl)CC2)cc1 (stereo unspecified)
  /	2.5	-3.9
48) N#CC(C(=O)c1ccc(F)cc1)c1nnc2n1CCCCC2 (stereo unspecified)
  -4.9	-1.9	-1.6
49) Cc1nn2c(=O)cc(CN3CC(C(N)=O)Cc4ccccc43)nc2s1 (stereo unspecified)
  /	4.2	-3.2
50) CCN(CC)CCSc1nnc(N2CCN(c3ccccc3OC)CC2)s1
  -5.8	-4.8	-3.2
51) CCc1cc(N2CCCC(C)(CO)C2)nc(N(C)C)n1 (stereo unspecified)
  /	5.1	-8.6
52) S=C(N=P(c1ccccc1)(N1CCOCC1)N1CCOCC1)N1CCCC1
  /	19.2	-3.3
53) CCOC(=O)C1CCN(CC(=O)N2N=C(c3ccccc3OC)CC2c2ccc(Cl)cc2)CC1 (stereo unspecified)
  -3.5	0.3	-1.1
54) NC(=O)Cn1nc(-c2cccs2)c2sc(N3CCCCC3)nc2c1=O
  -8.2	-2.0	-8.0
55) COc1cccc(Cc2[nH]nc3ccnc(-c4ccc(C#N)cc4)c23)c1
  -4.1	1.3	-3.5
56) COCCN(CC(=O)N(CCc1ccc(OC)c(OC)c1)Cc1ccco1)C(=O)Nc1ccc(OC)cc1OC
  -4.0	-5.2	-5.1
57) Cc1c(-c2ccc(F)cc2)[n+](=O)c2c(n1[O-])CCCC2
  -7.4	-4.3	-7.1
58) O=C1C2C3C=CC(C4CC34)C2C(=O)N1c1cc(Cl)ccn1 (stereo unspecified)
  -6.3	6.6	-6.4
59) CCc1ccc(OCCCOc2cccc(/C=C3/C(=N)N4C=CSC4=NC3=O)c2)cc1
  -4.7	-2.9	-4.3
60) CC(C)N(CC(=O)N(CCc1c[nH]c2ccccc12)Cc1ccc(Cl)c(Cl)c1)C(=O)/C=C/c1ccccc1
  -6.9	/	-13.3
61) CCNc1nn(CC(=O)NCc2ccc(Cl)cc2)c(N)c1-c1nc(-c2ccccc2C)no1
  -9.7	/	-4.7
62) Cc1nc2c(c(-c3ccccc3F)c1C(=O)OCCC#N)C(=O)c1ccccc1-2
  /	5.2	-4.3
63) COCCNc1cc(C(C)(C)C)nc2c(-c3ccccc3)cnn12
  -9.9	0.1	-8.6
64) COc1cccc(C(=O)Nc2c(C)nc3ccc(C)cn3c2=O)c1OC
  /	3.8	-4.4
65) CC(C)(C)C(=O)NCC1CCCN(C(=O)c2ccc3c(c2)OCO3)C1 (stereo unspecified)
  /	-3.1	-0.1
66) COCCn1c(SCC(=O)c2c[nH]c3ccccc23)nc2cc(C(=O)NCC(C)C)ccc2c1=O
  -5.7	-1.7	-2.3
67) Cc1ccc(C(=O)N2CC(=O)N(CCc3ccccc3)CC(O)C2)cc1 (stereo unspecified)
  -4.8	24.5	3.5
68) CCCCc1ccc(C(=O)N(CCCOC)Cc2cccn2Cc2ccc(F)cc2)cc1
  -5.0	1.6	-3.5
69) O=C(NC1CCS(=O)(=O)C1)C1(n2cnnn2)CCCCC1 (stereo unspecified)
  -6.7	/	-13.2
70) Cc1nn(C)c2ncnc(N3CC4C[C@@H]5CC3C[C@H](C4)C5)c12
  -1.8	/	3.0
71) Cn1cccc1C(=O)OCC(=O)N1CCCCC1
  -6.5	2.4	-3.3
72) OC(Cc1ccccc1)CN(Cc1ccc(F)cc1)CC1CC(c2ccc3c(c2)OCO3)=NO1 (stereo unspecified)
  -5.4	-2.8	-6.0
73) Cc1ccc(NC(=O)N2CC(=O)N3CC(C)c4ccccc4C3C2)cc1F (stereo unspecified)
  -7.6	-5.4	-9.7
74) CCOC(=O)c1sc(NC(=O)c2ccc(OC)c(OC)c2)c(C(=O)OCC)c1C
  -4.7	-3.7	-5.4
75) CCc1ncc(C(=O)N(C)CCc2nc3ccc(OC)cc3[nH]2)cn1
  /	0.8	-5.5
76) CCn1ccc(C(=O)N2CCC3(CC2)CCC3(O)CC)n1 (stereo unspecified)
  -3.0	/	-11.1
77) C=CC(C)(C)OCC(O)CN1CCN(CC)CC1 (stereo unspecified)
  -11.7	-0.9	-10.8
78) Cc1ccn2c(=O)nc(SCC(=O)c3ccc(Cl)cc3)nc2c1
  -6.6	0.3	-6.0
79) O=C(Nc1cnc2n1CCCC2)c1nccnc1C(=O)N1CCCCC1
  /	14.3	-4.9
80) CN(Cc1cnn(C)c1)C(=O)c1ccc(=O)n(C)n1
  /	10.8	-8.8

Screening results (PubChem)
